Compound activity (PubChem BioAssay)
PfHsp40 yeast: compounds rescuing yeast from Plasmodium falciparum HSP40 toxicity; actives 0.68% (n = 340,000); growth rescue, % at 12.5 µM; AID 504582; S. cerevisiae expressing PfHsp40, growth rescue, ATP luminescence; in the data active means growth rescue above about 28%, passing the limit was not always enough;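 further: yeast W303a lacking pdr1 and pdr3 grown in galactose medium; growth measured after three days at 30 °C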
BoNT-A LC inh2: BoNT A light chain protease inhibition | multiplex microsphere protease substrate cleavage, flow cytometry | inhibition, % at 10 µM | AID 588499 | actives 0.17% (n = 360,000); further: plate controls were buffer without enzyme for full effect and enzyme alone for no effect
Mtb UGM inh: Mtb UDP-galactopyranose mutase inhibition; AID 504406; actives 0.06% (n = 320,000); P9WIQ1; purified UGM, fluorescence polarization probe displacement; inhibition, % at 10 µM; in the data active means inhibition above about 10%, passing the limit was not always enough
Target sequence (P9WIQ1 whole entry, looked up): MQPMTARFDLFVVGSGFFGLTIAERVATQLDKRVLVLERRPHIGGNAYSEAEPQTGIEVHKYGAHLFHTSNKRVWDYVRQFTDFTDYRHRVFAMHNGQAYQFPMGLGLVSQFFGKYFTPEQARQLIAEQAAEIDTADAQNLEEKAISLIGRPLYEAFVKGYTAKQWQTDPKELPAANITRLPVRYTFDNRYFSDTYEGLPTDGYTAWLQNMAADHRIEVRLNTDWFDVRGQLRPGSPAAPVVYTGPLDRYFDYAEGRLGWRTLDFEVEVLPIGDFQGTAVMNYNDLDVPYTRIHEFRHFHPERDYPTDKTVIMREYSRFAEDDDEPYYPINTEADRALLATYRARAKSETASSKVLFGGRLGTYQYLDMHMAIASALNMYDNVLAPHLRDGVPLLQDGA
GDH-TPI inh: inhibits GDH-TPI coupling enzymes, artifact for Mtb FBA screen. GDH-TPI coupled enzyme counterscreen, NADH absorbance. inhibition, % at 4.8 µM. actives 1.2% (n = 360,000); in the data active means inhibition above about 30%;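 further: 0% = DMSO wells and 100% = wells lacking the enzyme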
BoNT F protease: BoNT F light chain protease inhibition; Multiplex microsphere protease cleavage assay, flow cytometry; inhibition, % at 10 µM; actives 0.22% (n = 360,000); AID 588497; in the data active means inhibition above about 35%, passing the limit was not always enough; further: plate controls were buffer without enzyme for full effect and enzyme alone for no effect
Mtb BioA inh: inhibitors of Mycobacterium tuberculosis BioA enzyme; actives 0.096% (n = 360,000); purified M. tuberculosis BioA enzyme, plate reader; inhibition, % at 9.99 µM; in the data active means inhibition above about 40%
Anthrax LF prot: anthrax lethal factor protease inhibition. P15917. multiplex microsphere protease cleavage assay, LF. inhibition, % at 10 µM. actives 0.12% (n = 360,000); further: plate controls were buffer without enzyme for full effect and enzyme alone for no effect
FadD28 binding: blocks FadD28 binding to the bisubstrate probe | AID 588549 | fluorescence polarization | actives 0.22% (n = 360,000) | inhibition, % at 12.5 µM; in the data active means inhibition above about 8.5%, passing the limit was not always enough
FBA Mtb inh: inhibits M. tuberculosis FBA enzyme | P9WQA3 | purified M. tuberculosis FBA, fluorescence read-out | inhibition, % at 1 µM | actives 2.3% (n = 360,000) | AID 588726; in the data active means inhibition above about 27%;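 further: 0% = vehicle and 100% = reference inhibitor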
Target sequence (P9WQA3 whole entry, looked up): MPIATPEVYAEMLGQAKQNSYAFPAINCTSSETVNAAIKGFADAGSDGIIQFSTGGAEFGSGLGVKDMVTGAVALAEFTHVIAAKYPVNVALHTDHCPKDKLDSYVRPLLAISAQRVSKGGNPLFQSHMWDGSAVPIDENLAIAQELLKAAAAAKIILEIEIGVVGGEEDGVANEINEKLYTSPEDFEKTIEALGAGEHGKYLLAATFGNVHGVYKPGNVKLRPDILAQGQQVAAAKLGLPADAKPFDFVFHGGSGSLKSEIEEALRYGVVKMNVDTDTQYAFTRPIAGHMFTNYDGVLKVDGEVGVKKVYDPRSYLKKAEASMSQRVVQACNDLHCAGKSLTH
Numbers without * were called inactive; x = no result given. Unless noted, no stated cut-off is given here; in the data, active means inhibition above about 30%; inconclusive means no clear call, values can overlap the other calls; inactive means below that.

SMILES	PfHsp40 yeast	BoNT-A LC inh2	Mtb UGM inh	GDH-TPI inh	BoNT F protease	Mtb BioA inh	Anthrax LF prot	FadD28 binding	FBA Mtb inh
Cc1ccc(S(=O)(=O)N2CCN(S(=O)(=O)N3CCCCC3)CC2)c(C)c1	-0.9	-0.9	-1.0	11	-15	x	9	-1.1	1
CCN(c1ccccc1)S(=O)(=O)c1ccc(C(=O)Nc2ncccc2C)cc1	-0.5	-3.0	-0.7	7	2	-0.5	1	-1.4	8
CCC(C(=O)NC(C)(C)C)N(Cc1ccco1)C(=O)Cn1nnc(-c2ccc(F)cc2)n1 (stereo unspecified)	1.5	-0.7	-2.2	-2	0	x	-5	-3.5	3
COc1ccc(NC(=O)COc2cccnc2[N+](=O)[O-])cc1OC	-1.2	-1.0	-1.8	10	-3	3.4	-2	-2.0	1
CCc1ccc(CN2CCC(n3nccc3NC(=O)c3cccc(F)c3)CC2)cc1	8.7	1.1	-1.6	-5	6	1.4	4	-2.1	-2
Cn1c(=O)cc(OCC(=O)N2CCC3(CC2)OCCO3)c2ccccc21	-0.5	0.1	-0.9	-17	-6	-0.8	4	-0.4	6
O=C(Nc1cccc(C(F)(F)F)c1)c1cc2c(s1)-c1ccccc1OC2	-0.5	1.2	1.3	10	-5	x	0	0.8	14
CCNc1nc(OC)nc(SCC(=O)Nc2ccccc2)n1	1.5	-0.7	-1.6	-12	-3	1.0	-5	-4.9	-4
CCCOP(=O)(OCCC)C(NC(=O)c1cc(OC)c(OC)c(OC)c1)c1ccccc1 (stereo unspecified)	-0.6	-0.1	2.8	-14	1	0.8	1	-3.2	3
CCOc1nc(S(=O)(=O)c2ccc(C)cc2)c(Cl)s1	-0.1	0.3	1.5	2	1	0.5	2	-3.9	0
Cc1ccc(C(=O)C(C)OC(=O)c2cc3cc([N+](=O)[O-])ccc3oc2=O)cc1 (stereo unspecified)	11	-0.1	0.5	19	2	-0.8	-3	2.2	-4
Cc1ccc(S(=O)(=O)N2CCOCC2)cc1NC(=O)COC(=O)Cc1ccc(Cl)cc1	0.7	-0.7	-0.5	-7	1	0.1	-4	-2.1	0
NS(=O)(=O)c1ccc(CCNC(=O)COC(=O)/C=C/c2ccc(Cl)cc2)cc1	-0.5	-0.6	1.8	-6	-4	x	-3	-3.0	-2
C=CC[C@@H](CC(=O)NCCO)C(=O)NC[C@@H](OC(=O)[C@H](CC=C)CC(=O)OC(C)(C)C)c1ccccc1	2.5	0.8	-1.4	9	-1	0.3	-9	-2.3	6
CC(O)CO (stereo unspecified)	-0.2	0.0	1.2	2	-5	-0.1	-5	-1.7	1

3 compounds from above with just Anthrax LF prot and BoNT F protease.
| Molecule | Anthrax LF prot | BoNT F protease |
| --- | --- | --- |
| COc1ccc(NC(=O)COc2cccnc2[N+](=O)[O-])cc1OC | -2 | -3 |
| CCc1ccc(CN2CCC(n3nccc3NC(=O)c3cccc(F)c3)CC2)cc1 | 4 | 6 |
| Cn1c(=O)cc(OCC(=O)N2CCC3(CC2)OCCO3)c2ccccc21 | 4 | -6 |

Next part:
SMILES	PfHsp40 yeast	BoNT-A LC inh2	Mtb UGM inh	GDH-TPI inh	BoNT F protease	Mtb BioA inh	Anthrax LF prot	FadD28 binding	FBA Mtb inh
O=C1OC(c2ccc(Cl)cc2)=N/C1=C\c1cccnc1	0.5	-0.3	0.3	6	12	0.2	-4	-2.7	4
CCOC(=O)C1CCCN(C(=O)CSCc2ccccc2)C1 (stereo unspecified)	-0.2	-1.4	-1.1	-3	-35	5.7	0	-0.4	1
CC1CCCCC1NC(=O)C1CC(=O)N(Cc2ccccc2)C1 (stereo unspecified)	0.9	-6.1	-0.8	7	-10	-0.2	5	-2.3	0
COc1ccc2sc3c(=O)[nH]c4ccccc4c3c2c1	-0.2	1.0	-1.4	6	11	0.4	0	0.7	15
Cc1nn(-c2ccccc2)c(C)c1/C=C/C(=O)OC(C)C(=O)Nc1ncc(Cl)cc1Cl (stereo unspecified)	1.4	-0.1	2.4	28	-10	-0.4	3	-0.7	-1
Cc1cccc(C)c1NC(=O)C1CCN(C(=O)c2cccs2)CC1	1.2	-2.6	2.2	-6	-6	2.9	2	-0.6	0
CCOc1ccccc1OCCC(=O)NNC(=O)Cn1nc(C)cc1C	-0.7	-7.3	3.8	-3	8	-0.4	-8	-4.7	-2
Cc1ccc(CNC(=O)CN2C(=O)NC(C)(c3ccccc3Cl)C2=O)cc1 (stereo unspecified)	1.8	-6.4	-0.3	-3	-10	x	0	1.2	0
Cc1ccc2c(C)c(C(=O)N(C)CCC3CCCCO3)oc2c1C (stereo unspecified)	16	-0.7	-2.0	1	4	0.6	-5	-2.2	1
CCc1nccn1Cc1cc(C=O)ccc1OC	0.5	-0.2	-0.5	-2	-2	3.7	3	-4.2	0
COc1cc(OC)c(C(=O)Nc2ccc(S(=O)(=O)Nc3ncccn3)cc2)cc1OC	0.2	3.9	0.8	16	5	x	0	-1.0	7
CCC(C)NC(=O)CCC(=O)Nc1ccc2nc(N3CCOCC3)cc(C)c2c1 (stereo unspecified)	0.6	0.8	-5.5	22	6	1.5	-2	0.6	77*
CCCCCn1c(CCNC(=O)c2cccs2)nc2ccccc21	-1.3	0.4	0.9	8	-3	6.1	-3	-6.3	0
Cc1ccc(-c2c(C)sc3ncn(CC(=O)N4CCOCC4)c(=O)c23)cc1C	-1.2	x	-3.3	17	x	x	x	-0.9	1
O=C(O)CN1C(=O)SC(Nc2ccccc2)C1=O (stereo unspecified)	-2.2	-0.5	0.8	-1	-1	-0.1	-2	-4.0	-2
CCCC1(C(=O)OC)NC(c2ccc(OC)cc2OC)C2C(=O)N(c3cccc(C(C)=O)c3)C(=O)C21 (stereo unspecified)	7.6	-0.2	3.0	8	15	0.0	4	-1.2	0
NC(=O)C1CCN(C(=O)c2ccc(Cl)c(S(=O)(=O)N3CCCCCC3)c2)CC1	-1.3	0.1	0.0	-9	-8	14	-10	-1.5	0
Cc1ccccc1-n1c(SCC(=O)N/N=C/c2ccccc2OCC(=O)O)nc2ccccc2c1=O	1.6	1.4	-5.8	20	-4	5.0	-6	-1.5	-7
O=C(NCCc1ccccn1)c1ccc(COc2ccccc2)o1	1.6	1.4	0.4	1	2	1.1	1	-2.0	5
Cc1cc(-c2csc(Nc3ccccn3)n2)ccc1F	-1.1	3.4	-0.5	3	-18	-3.2	12	-4.5	-5
O=C(CN1C(=O)c2cccc3cccc1c23)N1CCN(Cc2ccc3c(c2)OCO3)CC1	-0.4	0.7	4.0	4	-12	-0.6	0	-3.4	21
Cc1ccc(C)c2[nH]c(=O)c(CN(CCN3CCCC3)C(=O)Nc3cccc(Cl)c3)cc12	-0.8	3.1	-0.1	6	8	x	4	-5.6	2
NC1=C(Cl)C(=O)c2ccc(S(N)(=O)=O)cc2C1=O	-1.2	-0.1	x	11	0	2.8	-5	0.7	0
CCC(=O)c1ccccc1OCCN1CCN(CC)CC1	-0.6	-0.5	-0.7	-1	-1	x	-3	-0.5	0
C=CCNC(=S)Nc1ccc2nsnc2c1	0.1	1.2	0.8	15	4	x	2	-1.8	3
CCCCN(C)C(=O)c1ccc2c(c1)N(CC)C(=O)c1ccccc1S2(=O)=O	-1.3	-0.6	-0.2	3	3	-0.5	-4	-1.0	1
CC1CCN(S(=O)(=O)c2ccc3ncn(CC(=O)N(C)C4CCCCC4)c(=O)c3c2)CC1	-0.4	-1.3	-0.5	2	-10	x	-9	-3.0	5
Cn1c(=N)n(CC(=O)c2ccc(Br)cc2)c2ccccc21	1.1	2.5	3.3	1	-10	x	-5	0.0	2
CCCCNC(=O)CC(C(=O)N1CCc2ccccc21)n1ccnc1 (stereo unspecified)	-0.8	-0.4	4.4	13	4	x	2	-0.7	3
COc1cccc(C2c3c(oc4ccc(F)cc4c3=O)C(=O)N2CCCN2CCOCC2)c1 (stereo unspecified)	-0.9	0.0	2.7	1	-2	7.1	-6	-3.3	0
COc1cccc(/C=N/n2c(COc3ccccc3)n[nH]c2=S)c1O	0.6	-2.2	0.4	11	4	-0.5	4	x	-3
CCN(CC(=O)NCc1cccs1)C(=O)Cc1ccc(C)c(C)c1	0.4	x	-0.8	-3	x	-1.2	x	-0.3	-1
O=C(Nc1ccc2c(c1)OCO2)c1cc(C2CCCCN2C(=O)c2ccc3c(c2)CCO3)on1 (stereo unspecified)	x	-0.4	x	0	3	1.1	1	-3.9	-2
COc1ccc(-c2oc(=O)c3cc(OC)c(OC)cc3c2C(F)(F)F)cc1	-0.7	-0.2	-1.9	1	-4	-1.0	5	-3.0	2
CCCN1CCN(C(=O)c2ccc(CS(=O)c3ccc(Br)cc3)o2)CC1 (stereo unspecified)	x	0.1	x	-7	4	-2.3	0	-3.1	-4
CCOc1ccccc1/C=C(\NC(=O)c1ccccc1)C(=O)NCCC(=O)O	0.2	1.1	0.6	9	14	x	0	-2.6	4
c1cnc(Oc2ccc(-c3nnco3)cc2)cn1	0.6	1.3	-0.5	17	3	x	0	0.2	-7
CCOC(=O)CNC(=O)CSc1nnnn1-c1cc(C)ccc1C	-0.8	-0.6	1.5	8	-2	-1.3	0	-0.4	-1
N#Cc1cccc(C(=O)OCC(=O)NCc2ccco2)c1	0.1	-0.2	0.4	-1	-2	-1.0	-3	-1.1	1
O=C(CN1C(=O)c2ccccc2C1=O)NCCc1c[nH]c2ccccc12	-0.8	0.3	-2.0	1	-6	x	1	-4.0	-1
CC(C)(C)Nc1c(-c2cccs2)nc2ccccn12	0.5	0.1	-2.8	10	1	x	3	-0.9	76*
CN(C(=O)c1cccc(NC(=O)c2ccccc2)c1)C1CCCCC1	1.4	3.7	-1.3	-7	4	1.6	-3	-4.3	0
Cc1ccc(/C(O)=C2\C(=O)C(=O)N(C)C2c2ccccc2)cc1 (stereo unspecified)	x	0.5	x	23	5	-3.0	-5	-1.3	3
CCNC(=O)C1CCCN(C(=O)c2ccc(OC)cc2)CC1 (stereo unspecified)	x	-0.2	x	4	-6	-3.5	-4	-3.0	-1
O=C(Nc1ncn[nH]1)c1ccc([N+](=O)[O-])cc1[N+](=O)[O-]	-0.2	0.7	-2.0	-5	6	2.7	7	-2.2	1

Single records, from the list above. Values in the order: PfHsp40 yeast | BoNT-A LC inh2 | Mtb UGM inh | GDH-TPI inh | BoNT F protease | Mtb BioA inh | Anthrax LF prot | FadD28 binding | FBA Mtb inh
Record of CN(C(=O)c1cccc(NC(=O)c2ccccc2)c1)C1CCCCC1 : 1.4 | 3.7 | -1.3 | -7 | 4 | 1.6 | -3 | -4.3 | 0
Record of N#Cc1cccc(C(=O)OCC(=O)NCc2ccco2)c1 : 0.1 | -0.2 | 0.4 | -1 | -2 | -1.0 | -3 | -1.1 | 1
Record of Cc1ccc(/C(O)=C2\C(=O)C(=O)N(C)C2c2ccccc2)cc1 (stereo unspecified) : x | 0.5 | x | 23 | 5 | -3.0 | -5 | -1.3 | 3
Record of CCOC(=O)CNC(=O)CSc1nnnn1-c1cc(C)ccc1C : -0.8 | -0.6 | 1.5 | 8 | -2 | -1.3 | 0 | -0.4 | -1
Record of CCCN1CCN(C(=O)c2ccc(CS(=O)c3ccc(Br)cc3)o2)CC1 (stereo unspecified) : x | 0.1 | x | -7 | 4 | -2.3 | 0 | -3.1 | -4

Continued.
SMILES	PfHsp40 yeast	BoNT-A LC inh2	Mtb UGM inh	GDH-TPI inh	BoNT F protease	Mtb BioA inh	Anthrax LF prot	FadD28 binding	FBA Mtb inh
CCOc1ccc(C(CC(=O)O)n2cnnn2)cc1 (stereo unspecified)	2.9	0.4	1.9	-2	-4	0.2	-5	-3.2	-7
CCOC(=O)C1(C(=O)OCC)C(C(=O)c2ccccc2)C1c1ccccc1 (stereo unspecified)	1.4	-0.1	x	4	-8	-3.7	0	-1.2	0
O=C(Nc1ccc(SC(F)F)cc1)c1ccc2nccnc2c1	2.9	0.2	-1.5	6	-1	0.0	-5	-0.7	0
CCC(C)N=CC1=C(O)CC(c2ccccc2)CC1=O (stereo unspecified)	-0.8	-0.1	1.9	18	4	5.1	0	0.9	3
Cc1cc(NC(=O)CN2C(=O)/C(=C/c3ccccc3F)SC2=S)no1	-0.4	1.1	-2.0	6	0	x	1	x	2
CC(=O)c1ccc(NC(=S)NNC(=O)NC2CCCCC2)cc1	0.0	-0.1	-3.1	6	-3	x	3	5.0	-2
C#CC1CCCCC1NC(=O)Nc1cnccc1C(F)(F)F (stereo unspecified)	0.4	1.4	1.0	9	-4	-2.0	11	0.7	3
